GALK inhibitor: galactokinase (human) inhibition | P51570 | Purified GALK, Kinase-Glo residual ATP luminescence | Potency, µM (highest dose often 57.5 µM), without a hit: top-dose activity change, negative = inhibition, usual class: inhibitors | 270,000 tested, 0.007% active | AID 1868; further: potency means the concentration at half of the fitted maximal effect; on the % scale 0 is the no-effect control and ±100 the full control effect
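ATP-depletion format; final 35 uM ATP, 100 uM D-galactose, 5 nM enzyme; pH 8.0 HEPES/Mg2+ buffer; 60 min RT; luminescence read 10 min after detection reagent.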
MBNL1-CUG inh: MBNL1-poly(CUG) RNA binding inhibition | Q9NR56 | TR-FRET MBNL1-His/biotin-(CUG)12 binding, 665/545 ratio | Potency, µM (series often up to 57.5 µM), for the others: top-dose activity change, negative = inhibition, most hits filed as inhibitors | 280,000 tested, 0.036% active | AID 2675; active means well fitted inhibition curve with a large enough effect in the signal ratio, with a control signal flat, not every such curve was filed as active; inconclusive means small, poorly fitted or top-dose-only effect, or effect the other way, or a change in a side signal; inactive means no such curve, though single readings can be large or run the other way; the % refers to the signal ratio; further: potency means the concentration at half of the fitted maximal effect; on the % scale 0 is the no-effect control and ±100 the full control effect
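MBNL1-His + Biotin-(CUG)12, cpd titration 92 nM–58 uM; Tb anti-His Ab 0.055 ng/ul, SA-XL665 5 nM (final); 60 min RT; ratiometric 665/545 nm, Ex 340 nm; normalized to buffer and full-complex controls.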
TRPV1 ag: human TRPV1 agonism; TRPV1-expressing cells, Fluo-8 calcium influx, agonist mode; activation, % at 8.33 µM; 320,000 tested, 0.19% active; in the data active means activation above about 80%; inconclusive means between about 30% and that limit; further: 0% is about no effect
Target sequence (Q8NER1 whole entry, looked up): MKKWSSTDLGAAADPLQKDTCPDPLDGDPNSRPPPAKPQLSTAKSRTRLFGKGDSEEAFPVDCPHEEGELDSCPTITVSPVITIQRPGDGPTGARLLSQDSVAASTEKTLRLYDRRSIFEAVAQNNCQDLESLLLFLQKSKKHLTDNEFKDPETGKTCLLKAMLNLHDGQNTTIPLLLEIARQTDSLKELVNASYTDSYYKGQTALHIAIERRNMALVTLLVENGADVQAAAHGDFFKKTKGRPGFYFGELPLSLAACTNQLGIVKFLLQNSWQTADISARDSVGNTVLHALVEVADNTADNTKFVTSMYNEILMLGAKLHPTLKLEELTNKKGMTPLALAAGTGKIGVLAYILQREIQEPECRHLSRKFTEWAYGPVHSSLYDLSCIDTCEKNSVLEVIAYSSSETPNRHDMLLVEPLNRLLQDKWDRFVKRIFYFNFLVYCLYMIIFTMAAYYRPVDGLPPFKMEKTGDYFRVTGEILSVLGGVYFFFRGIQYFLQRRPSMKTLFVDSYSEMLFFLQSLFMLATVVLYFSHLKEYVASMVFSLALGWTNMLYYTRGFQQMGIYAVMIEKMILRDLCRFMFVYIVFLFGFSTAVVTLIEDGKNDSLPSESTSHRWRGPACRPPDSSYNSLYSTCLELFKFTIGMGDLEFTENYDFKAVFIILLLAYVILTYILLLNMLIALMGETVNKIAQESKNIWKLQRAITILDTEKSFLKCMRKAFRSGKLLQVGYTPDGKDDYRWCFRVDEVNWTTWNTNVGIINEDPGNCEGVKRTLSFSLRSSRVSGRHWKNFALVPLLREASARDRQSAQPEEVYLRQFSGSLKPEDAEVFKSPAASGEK
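Cells expressing TRPV1 were dye-loaded with Fluo-8 and read kinetically: 10 s baseline, 3 min after compound (agonist portion), then 2 min after EC20 capsaicin (allosteric enhancer portion). Calcium-bound dye fluorescence at 480/520 nm.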
MLL CXXC-DNA inh: MLL CXXC-DNA interaction inhibition; AID 2662; Q03164; Potency, µM (series often up to 115 µM), for the others: at the highest dose activity change, negative = inhibition, most hits filed as inhibitors; MLL-CXXC / FITC-HOXA9 DNA fluorescence polarization; 290,000 tested, 0.037% active; active means well fitted inhibition curve with a large enough effect in the polarisation, with a control signal flat, not every such curve was filed as active; inconclusive means small, poorly fitted or top-dose-only effect, or effect the other way, or a change in a side signal; inactive means no such curve, though single readings can be large or run the other way; the % refers to the polarisation; further: potency means the concentration at half of the fitted maximal effect
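Fluorescence polarization: 7 uM MLL-CXXC (stock) preincubated 5 min with compounds, then 50 nM fluorescein-HOX-A9 DNA (stock) added; 30 min ambient. Buffer 50 mM Tris-HCl pH 7.5, 50 mM NaCl, 1 mM DTT, 0.05% BSA.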
Integrin act MD: activators of alpha7 integrin expression for muscular dystrophy | Potency, µM (series often up to 38.3 µM), without a hit: at the highest dose activation, most hits filed as activators | AID 624291 | 350,000 tested, 0.064% active | alpha7betagal myoblasts, beta-gal FDG fluorescence, 48 h;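 further: potency means the concentration at half of the fitted maximal effect; 100% = response of the positive control SU9516; nearly all actives have a fitted effect of over 60% in size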
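Alpha7betagal+/- myoblasts (passage 13) were plated 16-24 hr, then exposed to compounds (1:260 dilution of DMSO stock) for 48 hours at 37C. After MPER lysis, β-galactosidase reporter activity was read as FDG fluorescence (ex 480/em 540) after 30 minutes.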
A-T KAP1 phos: potential ataxia-telangiectasia treatments restoring KAP-1 phosphorylation | Potency, µM (titrated, usually from 57.5 µM), for inactives: top-dose activation, usual class: activators | […] A-T fibroblasts, KAP-1 phosphorylation AlphaLISA; neocarzinostatin DNA damage 30 min before lysis | 320,000 tested, 0.19% active | AID 485349; further: potency means the concentration at half of the fitted maximal effect; % of control where 0% means no effect; nearly all actives have a fitted effect of over 45% in size
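hTERT-immortalized A-T patient fibroblasts ([…]), 500 cells/well in OPTI-MEM, 1% FBS, got compounds for 60 min, then NCS for 30 min at 37C. Lysates were then assayed for phospho-KAP-1 by AlphaLISA (anti-pKAP1 donor, anti-KAP1 acceptor beads), 6 hr at 25C.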
ASM inhibitor: blocks human secretory acid sphingomyelinase | placental ASM, HMU-PC fluorogenic substrate, 60 min | Potency, µM (series often up to 57.5 µM), without a hit: top-dose activity change, negative = inhibition, most hits filed as inhibitors | 340,000 tested, 0.006% active; further: potency means the concentration at half of the fitted maximal effect
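Fluorogenic HMU-PC substrate (9 uM final) is turned over by placental ASM in 60 min at 37 C after a 10 min compound preincubation. Reaction ended by alkaline stop (pH 10), with fluorescence read at 386/447 nm.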
KCNH2 3.1 inh: inhibitors of human KCNH2 3.1 potassium channel isoform; U2OS KCNH2 3.1, thallium flux FluxOr; hits give low values; activity change, % (tested at about 1.8 µM); 340,000 tested, 0.95% active; AID 720553;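 active means maximum activity change below -70%; inconclusive means maximum activity change from -70% to -50%; inactive means maximum activity change above -50%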;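 further: thallium influx rate constant from kinetic fluorescence after stimulation buffer; on the % scale 0 is the no-effect control and ±100 the full control effect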
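Thallium flux via FluxOr fluorescence (Red40 quencher, 45 min loading) in U2OS cells virally expressing the KCNH2 3.1 isoform (1.77 x 10^8 /mL virus, overnight at 37 C). Rate constants from 2-min kinetic reads post-stimulation, normalised to positive and negative controls.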
hERG WT inh: inhibitors of human wildtype KCNH2 potassium channel; AID 720551; activity change, % at 1.84 µM; Q12809; 340,000 tested, 0.37% active; U2OS, BacMam KCNH2, thallium flux FluxOr; hits give low values;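 active means maximum activity change below -70%; inconclusive means maximum activity change between -70% and -50%; inactive means maximum activity change above -50%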; further: on the % scale 0 is the no-effect control and ±100 the full control effect
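U2OS cells were transduced with wild-type KCNH2 virus (2.03 x 10^8 / mL) for 4 h at room temperature, then cultured overnight at 37 C. Thallium flux was read with FluxOr dye. Rate constants were normalized to DMSO controls.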
Coupling enz: inhibits coupling enzyme system, counter-screen for aldolase hits; 290,000 tested, 0.67% active; coupling enzyme system counterscreen, AmpLite Red fluorescence; activity change, negative = inhibition, % at 58.2 µM, hits read low; AID 2472; in the data active means activity change below about -30%; further: on the % scale 0 is the no-effect control and ±100 the full control effect
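Fluorescence at 525 nm excitation and 598 nm emission measured inhibition of the coupled detection system without aldolase. Compounds (at 57.5 uM final) were preincubated 10 min at room temperature with coupling enzyme reagent before a 20 min substrate/AmpLite Red step.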
An asterisk follows results filed as active; ? = inconclusive; . = not tested or not shown; & = joins results of further samples; [ ] = remark or other dose. Unless noted, the call rests on the fitted dose curve; in most records, active means well fitted curve in the direction sought with a large enough effect; inconclusive means small, poorly fitted or top-dose-only effect, or another doubt; inactive means no such curve, though single readings can be large; an effect the other way counts as inactive or inconclusive.

SMILES	GALK inhibitor	MBNL1-CUG inh	TRPV1 ag	MLL CXXC-DNA inh	Integrin act MD	A-T KAP1 phos	ASM inhibitor	KCNH2 3.1 inh	hERG WT inh	Coupling enz
CN(C)C(CNC(=O)c1cc(S(=O)(=O)N(C)c2ccc(F)cc2)ccc1Cl)c1cccs1 (stereo not given)	.	.	.	.	-10%	.	0%	-6	8	.
CCCn1c(=O)c(C(=O)NCc2ccncc2)c(O)c2ccccc21	9%	-4%	9	-8%	10%	3%	-1%	9	4	3
CCCCc1nnc(NC(=O)CN2C(=O)C3CCCCC3C2=O)s1 (stereo not given)	.	.	-5	.	-9%	-6%	-2%	-6	-32	.
Cc1cc(N2C(=O)CC(Cc3ccc(Cl)cc3)C2=O)no1 (stereo not given)	.	-2%	6	10%	-7%	0%	0%	3	5	3
Cc1ccc(S(=O)(=O)N(C)C)cc1NC(=O)C(C)OC(=O)c1cc[n+]([O-])cc1 (stereo not given)	.	.	.	.	-5%	5%	1%	0	-15	.
Cc1ccc(CSCC(=O)Nc2ccc(N3CCOCC3)cc2N2CCOCC2)cc1	.	.	-2	.	-4%	-1%	0%	-5	2	.
Cc1ccc(S(=O)(=O)Nc2ccccc2)cc1C(=O)N1CCCC1	4%	2%	-2	-3%	-17%	7%	1%	5	-9	.
CS(=O)(=O)c1ccc2sc(NC(=O)c3cc4ccccc4o3)nc2c1	0%	9%	14	-6%	-13%	-5%	11%	-5	-2	0
CCn1c(Cc2ccccc2)nnc1SCc1cccc(C(=O)O)c1	3%	-10%	3	10%	34%	1%	8%	10	1	-2
Cc1cc(C(=S)N2CCOCC2)c(C)n1-c1ccc(F)cc1	5%	1%	9	0%	?	-7%	2%	1	2	1
Cc1cc(C)cc(OCC(=O)OCC(=O)Nc2cc(S(=O)(=O)N3CCOCC3)ccc2Cl)c1	.	.	.	.	16%	-3%	-1%	-6	7	.
O=C(Cn1nc2ccccc2n1)N/N=C/c1cc([N+](=O)[O-])ccc1O	9%	?	-2	-10%	-25%	-5%	10%	13	4	10
CCOc1ccc(NC(=O)c2ccccc2OCC(=O)c2ccccc2)cc1	3%	0%	16	13%	-23%	?	?	-4	-1	-5
COc1ccc(-c2ccnc(-c3ccc(OCCCF)cc3)n2)cc1	0%	-1%	4	5%	22%	6%	-12%	0	12	-3
COC(=O)c1c(C)[nH]c(C(=O)COC(=O)CCNS(=O)(=O)c2cccc(C(F)(F)F)c2)c1C	.	.	7	.	23%	-7%	?	-15	-27	.
COC(=O)C1CC(Cl)CN1c1ncc(C(F)(F)F)cc1Cl (stereo not given)	0%	-3%	5	1%	45%	1%	1%	-7	-14	-2
Cc1cc(Cl)ccc1OCC(=O)Nc1cccc(S(=O)(=O)N2CCCC2)c1	.	.	9	.	-16%	2%	-7%	11	5	.
O=C(c1ccc(-c2ccccc2Cl)o1)N1CCN(c2ccccc2O)CC1	.	.	?	.	22%	1%	-3%	1	2	.
O=C(Nc1cc(C(F)(F)F)ccc1-n1cncn1)c1ccc(Cl)cc1	0%	-2%	-10	-4%	19%	.	-3%	1	2	-1
CCc1cccc(CC)c1NC(=O)COC(=O)c1ccc2c(c1)S(=O)(=O)c1ccccc1C2=O	0%	36%[activator]	-1	-6%	10%	0%	-4%	-23	3	0
Cc1onc(-c2c(F)cccc2Cl)c1C(=O)Nc1cccc(S(=O)(=O)NCc2ccco2)c1	-2%	-4%	0	4%	2%	5%	-1%	-3	0	1
O=C1CCc2ccc(OCCCCN3CCN(c4cccc(Cl)c4Cl)CC3)cc2N1	5%	4%	7	-5%&6%	.	.	-10%	.	.	1&-1
NC(=O)N1CCC2(CC1)NC(=O)N(c1ccccc1)N2	1%	.	2	19%	4%	-4%	1%	0	1	-1
COc1ccccc1CN1CC(C(=O)NCc2nccn2C)CCC1=O (stereo not given)	5%	1%	0	6%	-20%	9%	2%	-1	27	.
CN(C)Cc1c(O)ccc2c(-c3ccccc3)cc(=O)oc12	0%	18%	18	-5%	-20%	16%	72%[activator]	-10	1	-1
Cn1cc(S(=O)(=O)N2CCc3ccccc3C2)c(=O)n(C)c1=O	1%	0%	-3	-3%	12%	-3%	-6%	5	10	2
CC1(C)CC(=O)C(C2(O)C(=O)Nc3ccccc32)CO1 (stereo not given)	3%	?	1	-1%	0%	-8%	3%	6	-1	-1
Cc1cc(Br)c(OCC(=O)NN)c2c1CCC2	2%	-6%	0	-7%	?	-8%	-9%	-1	0	3
O=C(c1ccc(Cl)c(Cl)c1)N1CCN(c2ccccn2)CC1	-3%	4%	24	0%	1%	-15%	-4%	-9	5	2
CN(C(=O)n1cnc2ccccc21)c1ccccc1	-2%	.	-3	-3%	18%	6%	-2%	10	39	1
Cc1ccc(C)c(N(CC(=O)Nc2cc(Cl)ccc2Oc2ccccc2)S(C)(=O)=O)c1	0%	-9%	1	16%	-12%	-5%	-8%	-16	0	0
CC1(C)CC(=O)C(N=Nc2ccc3ncsc3c2)=C(O)C1	2%	?	0	-6%	-50%[inhibitor]	.	-6%	-5	-5	3
CN(C)CCCN1C(=O)CSC1c1ccc([N+](=O)[O-])cc1 (stereo not given)	-1%	?	1	-5%	-14%	4%	-5%	4	23	1
CN1/C(=C/C2CC(=O)NC2=O)C(C)(C)c2ccccc21 (stereo not given)	0%	6%	2	-2%	8%[7.66 µM]	0%	3%	-23	-1	-5
COc1ccc(/C=C/C(=O)N(C(C)C)C(C)C)cc1Br	0%	3%	19	5%	-4%	0%	-2%	7	-2	3
CC1(C)CC(=O)C(N=Nc2ccc(F)cc2)=C(O)C1	-1%	?	0	-19%	10%	-27%	-2%	-2	?	1
COc1ccccc1-n1c(-c2ccc(Cl)cc2)c[nH]c1=S	0%	2%	-4	-9%	8%	-1%	4%	-17	-2	-3
CCN(CC)c1ccc(/C=N/N2CCN(Cc3ccc(C)cc3C)CC2)c(O)c1	-1%	-7%	0	5%	0%	-1%	-5%	4	8	1
CCOc1ccccc1N1CCN(C(=O)c2cc3c(C)cc(C)cc3[nH]2)CC1	-2%	-3%	-1	1%	-6%	-2%	-3%	-45	-7	-5
CCCCn1cnc2c(SCc3ccccc3Cl)nc(N)nc21	.	.	.	.	-20%	.	-11%	-39	-13	.
CN(Cc1ccccc1)c1ccc(C(CC(N)=O)NC(=O)Cc2cccc3ccccc23)cc1[N+](=O)[O-] (stereo not given)	.	24%	-5	-2%	-24%	-18%	-13%	21	9	1
O=C(Cc1ccc(Cl)cc1)c1ccccc1	.	.	.	.	6%	.	0%	16	3	.
COc1cc(/C=N/NC(=O)CCN2CCCCC2)ccc1O	1%	8%	-1	-19%	-7%	5%	104%[activator]	-31	-3	3
CC(C)C(=O)Nc1ccc2c(c1)Cc1cc(NC(=O)C(C)C)ccc1-2	-2%	-6%	-4	32%[activator]	11%	2%	8%	2	-11	-7

Limited to ASM inhibitor (two entries from above):
| smiles | ASM inhibitor |
| --- | --- |
| CC(C)C(=O)Nc1ccc2c(c1)Cc1cc(NC(=O)C(C)C)ccc1-2 | 8% |
| O=C(Cc1ccc(Cl)cc1)c1ccccc1 | 0% |

Reprinted at random: 4 records from the list, in no set order.
SMILES	GALK inhibitor	MBNL1-CUG inh	TRPV1 ag	MLL CXXC-DNA inh	Integrin act MD	A-T KAP1 phos	ASM inhibitor	KCNH2 3.1 inh	hERG WT inh	Coupling enz
CC(C)C(=O)Nc1ccc2c(c1)Cc1cc(NC(=O)C(C)C)ccc1-2	-2%	-6%	-4	32%[activator]	11%	2%	8%	2	-11	-7
CN(Cc1ccccc1)c1ccc(C(CC(N)=O)NC(=O)Cc2cccc3ccccc23)cc1[N+](=O)[O-] (stereo not given)	.	24%	-5	-2%	-24%	-18%	-13%	21	9	1
O=C(Cc1ccc(Cl)cc1)c1ccccc1	.	.	.	.	6%	.	0%	16	3	.
COc1cc(/C=N/NC(=O)CCN2CCCCC2)ccc1O	1%	8%	-1	-19%	-7%	5%	104%[activator]	-31	-3	3
